Bioassay records deposited in PubChem by National Center for Advancing Translational Sciences (NCATS).
GAA glycogen mod = inhibitors or activators of human alpha-glucosidase glycogen cleavage; recombinant GAA, glycogen substrate, Amplex Red glucose oxidase fluorescence; Potency, µM (top dose mostly 76.4 µM), for the others: top-dose activity change, negative = inhibition, hits mostly inhibitors; hit rate 0.38% among 300,000; AID 2100;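 further: 0% = full enzyme reaction and -100% = no-enzyme basal signal; the screen sought inhibitors and activators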
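Natural-substrate format: glycogen cleavage by 4 nM human enzyme, glucose read by Amplex Red coupling (Ex 573, Em 610 nm). Normalized to enzyme and no-enzyme controls.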
Epigenetic reg = epigenetic control regulation, reporter derepression; murine LDR cells, GFP reporter derepression, 30 h; Potency, µM (titrated, usually from 53.9 µM), inactives show at the top dose GFP activation, hits mostly activators; hit rate 0.2% among 280,000; AID 1865; further: % of control where 0% means no effect; nearly all actives have a fitted effect of over 60% in size
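Murine LDR cells bearing a silenced CMV-driven GFP reporter were exposed to compound for 30 h at 37 C. After PBS washes, GFP-positive cells (20-120 um objects) counted by laser-scanning microplate cytometry.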
ALDH1A1 block = inhibitors of human aldehyde dehydrogenase 1A1; hit rate 7.3% among 220,000; Potency, µM (top dose mostly 75.3 µM), for the others: top-dose activity, negative = inhibition, usual class: inhibitors; Purified ALDH1A1, NADH fluorescence, propionaldehyde substrate; active means well fitted inhibition curve with a large enough effect, not every such curve was filed as active; inconclusive means small, poorly fitted or top-dose-only effect, or another doubt; inactive means no such curve, though single readings can be large or run the other way;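 further: plate controls were no enzyme wells and a reference inhibitor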
Target sequence (P00352 whole entry, looked up): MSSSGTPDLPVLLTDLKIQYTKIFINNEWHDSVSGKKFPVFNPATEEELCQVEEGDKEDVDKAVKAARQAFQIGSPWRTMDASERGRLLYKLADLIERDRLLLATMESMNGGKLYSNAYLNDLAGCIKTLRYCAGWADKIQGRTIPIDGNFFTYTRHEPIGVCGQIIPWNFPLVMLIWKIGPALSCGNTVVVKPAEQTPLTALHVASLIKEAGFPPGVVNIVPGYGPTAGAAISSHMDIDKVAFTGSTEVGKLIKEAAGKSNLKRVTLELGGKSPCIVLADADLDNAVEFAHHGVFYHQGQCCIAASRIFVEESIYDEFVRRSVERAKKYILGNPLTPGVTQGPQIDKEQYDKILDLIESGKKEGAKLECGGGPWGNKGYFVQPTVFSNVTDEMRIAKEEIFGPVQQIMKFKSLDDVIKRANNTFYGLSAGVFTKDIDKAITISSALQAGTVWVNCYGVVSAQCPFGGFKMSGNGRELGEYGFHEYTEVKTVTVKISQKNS
Tau fluor counter = counter-screen for tau fibril formation inhibitors | tau K18 P301L Alexa594 fluorescence, heparin fibrillization | AID 1463 | hit rate 0.93% among 280,000 | Potency, µM (highest dose often 57.7 µM), for inactives: at the top dose activity change, negative = decrease; further: on the % scale 0 is the no-effect control and ±100 the full control effect; nearly all actives have a fitted effect of over 55% in size
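Human tau K18 P301L (15 uM unlabeled, 0.24 uM Alexa 594-labeled) in 100 mM sodium acetate pH 7 with 20 uM heparin, 6 hr at 37 C. ThT 30 uM added, 1 hr ambient; Alexa 594 FP and total fluorescence read at 555/632 nm.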
NPSR antag = blocks cAMP signaling of the human neuropeptide S receptor | Q6W5P4 | CHO-NPSR cells, cAMP TR-FRET, antagonist mode | Potency, µM (doses to about 38.3 µM), for inactives: at the highest dose activity change, negative = inhibition, most hits filed as inhibitors | hit rate 1% among 220,000 | AID 1461; further: on the % scale 0 is the no-effect control and ±100 the full control effect; nearly all actives have a fitted effect of over 50% in size; many of its hits are not listed in these tables
GAA inhib = blocks human lysosomal alpha-glucosidase | Potency, µM (series often up to 76.9 µM), without a hit: at the top dose activity change, negative = inhibition, actives largely listed as inhibitors | hit rate 0.005% among 200,000 | purified human GAA, 4-MU-alpha-glucoside fluorescence | AID 1466 | P10253;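 further: plate controls were uninhibited enzyme wells for no effect and no-enzyme background for full effect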
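Human enzyme at 4 nM with 400 uM 4-methylumbelliferyl-alpha-D-pyranoside, citrate/phosphate buffer pH 5.0, 0.005% Tween-20, 20 min at room temperature. Compounds up to 77 uM. 4-MU fluorescence (Ex 365/Em 440) read after NaOH/glycine stop; AC50 from Hill fit.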
aGal spleen mod = alpha-galactosidase A (human) modulation; P06280; human spleen homogenate, 4MU-alpha-Gal fluorescence, 40 min; Potency, µM (top dose mostly 80 µM), inactives show at the top dose activity change, negative = inhibition, most hits filed as inhibitors; hit rate 0.008% among 240,000;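 further: 0% = enzyme with vehicle and -100% = no enzyme basal signal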
Target sequence (P06280 32-429 limits assumed): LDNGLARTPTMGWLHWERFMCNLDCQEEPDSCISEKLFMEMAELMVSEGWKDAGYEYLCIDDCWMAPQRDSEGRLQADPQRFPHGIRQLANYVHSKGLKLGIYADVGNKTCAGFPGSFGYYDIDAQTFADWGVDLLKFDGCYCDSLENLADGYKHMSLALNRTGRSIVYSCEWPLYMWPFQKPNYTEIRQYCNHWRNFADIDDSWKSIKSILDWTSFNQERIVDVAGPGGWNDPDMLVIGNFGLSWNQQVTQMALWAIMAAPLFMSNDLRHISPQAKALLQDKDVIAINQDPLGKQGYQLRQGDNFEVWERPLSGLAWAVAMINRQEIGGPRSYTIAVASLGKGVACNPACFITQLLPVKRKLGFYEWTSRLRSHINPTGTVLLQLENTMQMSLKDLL
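Human spleen homogenate (1 ug) was the enzyme source, with 4-methylumbelliferyl-alpha-D-galactopyranoside (1 mM final) in pH 5.0 citrate buffer with 0.01% Tween-20. Compounds were titrated; after 40 min at 37C, NaOH/glycine stop, 4-MU fluorescence read; AC50 from Hill fits.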
aGlu spleen mod = inhibitors or activators of human alpha-glucosidase in spleen homogenate | hit rate 0.006% among 240,000 | human spleen homogenate, 4-MU-alpha-glucoside fluorescence | P10253 | Potency, µM (series often up to 79.9 µM), inactives show at the top dose activity change, negative = inhibition, actives largely listed as inhibitors;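 further: 0% = enzyme with vehicle and -100% = no enzyme basal signal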
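Compounds were titrated against alpha-glucosidase in spleen homogenate at pH 5.0, with 1 mM 4-methylumbelliferyl substrate for 40 min at 37 C. Reactions were quenched with pH 10 NaOH/glycine and fluorescence measured.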
Starred values were filed as active, the others as inactive; ? = inconclusive; / = not tested or not shown; & = joins results of further samples; [ ] = another dose, or the depositor's remark. Unless noted, the call rests on the fitted dose curve; in most records, active means well fitted curve in the direction sought with a large enough effect; inconclusive means small, poorly fitted or top-dose-only effect, or another doubt; inactive means no such curve, though single readings can be large; an effect the other way counts as inactive or inconclusive. Potency means the concentration at half of the fitted maximal effect. Some of the compounds tested; count on the stated rates, not on these rows.

canonical_smiles | GAA glycogen mod | Epigenetic reg | ALDH1A1 block | Tau fluor counter | NPSR antag | GAA inhib | aGal spleen mod | aGlu spleen mod
Cc1ccc2nc(SCC(=O)N3CCN(C(=O)c4ccco4)CC3)[nH]c2c1 | 9% | 0.0% | ? | -2% | 15% | -1% | -11% | -4%
CC1(C)CC(CNCCC(c2ccc(F)cc2)c2ccco2)CCO1 (stereo unspecified) | 1% | 2.2% | / | -16% | -22% | 28%[15.4 µM] | -12% | -6%
O=C1/C(=C/c2cccs2)N=C(c2cccs2)N1Nc1ccccc1 | -27% | -0.7% | ? | ? | ? | -6% | 10% | 2%
C[C@@H]1CN(C(=O)c2nc3ccc(Cl)cn3c2CN2CCc3sccc3C2)C[C@H](C)O1 | 0% | 0.2% | -9% | -7% | -4% | 5% | 5% | 7%
CCOC(=O)c1cc2c(nc1N)CC(C)(C)OC2 | -1% | 1.2% | ? | 2% | -9%[46.1 µM] | ? | 24% | 5%
N#CCOC(=O)c1c2c(nc3ccccc13)CCC2 | -10% | -0.4% | ? | -3% | 6% | 2% | -1% | 3%
COc1ccc(/C=C/C(=O)NC(=S)NCc2ccccc2)cc1OC | 2% | 4.8% | / | 0% | 4% | / | 7% | 5%
COc1ccc(CCCNC(=O)CC#N)cc1OC | 11% | -1.9% | -1% | -3% | 7%[46.1 µM] | 3% | 11% | 2%
O=C(NCc1cccs1)c1ccccc1 | -1% | 0.0% | 7% | -3% | 2%[46.1 µM] | 8% | -12% | -5%
O=C(Nc1ccccc1F)c1ccc(-n2cncn2)nc1 | -22% | -0.2% | 2% | -10% | -6%[46.1 µM] | 3% | ? | -18%
O=C(Nn1c(O)c(C=C2N=c3ccccc3=N2)sc1=S)c1cccc(Cl)c1 | 12% | 1.0% | 2% | 13µM*[quencher] | -12%[46.1 µM] | -6% | 3% | -5%
O=C(CC(=O)Nc1ccc(Cl)c(Cl)c1)N/N=C/c1ccc(O)cc1 | -3% | -1.9% | 9% | ? | 18% | -10% | -8% | -7%
Cc1cc(NS(=O)(=O)c2ccc(NC(=O)CSc3nc4sc(C(=O)O)c(C)c4c(=O)[nH]3)cc2)no1 | 7% | 1.1% | -2% | -2% | 18% | 9% | -7% | -1%
CCN(CC)C1CC(=O)N(c2cccc(C)c2)C1=O (stereo unspecified) | 12% | 0.0% | 3.5µM* | -6% | 6% | 6% | -2% | -7%
Cn1c(SCC(=O)NC(C)(C)C)nnc1-c1cccc(NC(=O)c2ccccc2F)c1 | 15% | -2.1% | 2% | -7% | -6%[46.1 µM] | 7% | 4% | 0%
N#CC(C(=O)C12CC3CC(CC(C3)C1)C2)c1nc2ccccc2[nH]1 (stereo unspecified) | 0% | 1.0% | -5% | -22% | -24%[46.1 µM] | -11% | 3% | -5%
CCOc1ccccc1C(=O)NCC(=O)OCC(=O)c1ccc2c(c1)OCCO2 | 4% | -0.2% | 1% | 5% | -11%[46.1 µM] | -2% | -8% | -9%
O=C(CCS(=O)(=O)Cc1ccccc1F)NCc1ccccc1Cl | -2% | -1.7% | -1% | 4% | 0% | -10% | 2% | -13%
O=C(Oc1ccc(-c2cnc3ccccc3n2)cc1)c1ccc(Cl)c([N+](=O)[O-])c1 | / | -5.7% | 9% | -17% | -15%[46.1 µM] | 5% | -4% | 0%
Cc1cc(C)c(C#N)c(SCC(=O)C2CC2)n1 | 1% | 2.2% | / | -7% | -23% | / | 9% | 14%
CC(/C=N\N1CCN(Cc2ccc(C)cc2)CC1)=C\c1ccccc1 | -26% | 1.3% | 0% | -2% | -15%[46.1 µM] | -6% | 13% | 9%
CCc1ccccc1NC(=O)N[C@@H](C)C(=O)O | 3% | -1.6% | 10% | 2% | 2%[46.1 µM] | 2% | -16% | -12%
CN1C(C(=O)NCc2cccc(Br)c2)CC2Cn3c(nc4cc(Cl)c(Cl)cc43)C21 (stereo unspecified) | -20% | ? | / | -9% | -16% | / | 19% | 12%
CC1SCC(=O)N(CC(=O)NCc2ccccc2)C1=O (stereo unspecified) | 9% | -1.1% | -1% | 4% | 19% | -23% | -3% | -5%
COc1ccccc1NC(=S)NCCSc1ccc(C)cc1 | -12% | 0.0% | ? | ? | -5%[46.1 µM] | -7% | -23% | 3%
COc1ccc(-c2ccccc2[C@H]2[C@@H]3C=CC[C@@H](C)[C@@H]3C(=O)N2Cc2ccccc2)cc1 | / | 0.7% | 1% | -14%[81.3 µM] | / | / | 28% | -4%
Nc1cc(S(=O)(=O)Nc2ccc(Cl)cc2)ccc1N1CCOCC1 | -8% | -3.1% | / | -14% | -9% | / | -3% | -3%
CCN(C(=O)Cn1c(=O)oc2ccccc21)c1cccc(C(F)(F)F)c1 | -9% | -1.2% | 1% | -6% | -13%[46.1 µM] | -1% | -8% | -2%
CCN(CCO)Cc1cc(=O)oc2cc3c(cc12)CCC3 | 4% | 1.3% | ? | -5% | -17% | -2% | -3% | /
CCCn1ncc(CN2CCC(CO)(CC3CCCCO3)CC2)c1C (stereo unspecified) | 20% | 2.1% | 11% | -5% | -11% | -2% | -2% | 0%
O=C(Nc1ccc(CN2CCOCC2)cc1)c1ccc(N2CCCC2)c([N+](=O)[O-])c1 | 1% | 0.1% | 11µM* | -26% | -4% | -8% | -1% | 1%
[O-][n+]1c2c(nn1-c1ccc(Cl)c(Cl)c1)-c1nonc1CC2 | -11% | 6.7% | 13% | 6% | 1% | -5% | 0% | -1%
Nc1ccccc1C#Cc1ccccc1 | -5% | 1.1%&1.6% | -8% | ? | 10%[46.1 µM] | -7% | -2%&-1% | -15%&-1%
CC(C)Oc1cccc(C(=O)C2CCCN(C(=O)CCn3cnnn3)C2)c1 (stereo unspecified) | -11% | 1.1% | -8% | -9% | -2% | 1% | -8% | -2%
CCC(=O)OCc1cc2cccc(C)c2[nH]c1=O | 4% | 0.0% | ? | -2% | ? | 2% | 1% | 2%
CC(C)COC(=O)N1CCCC1C(=O)Nc1nccs1 (stereo unspecified) | 0% | -1.2% | 5% | 1% | -9%[46.1 µM] | -8% | 1% | -4%
O=C(Nc1ccccc1C(F)(F)F)c1ccc(F)c(S(=O)(=O)N2CCOCC2)c1 | 14% | 4.4% | ? | 2% | -15%[46.1 µM] | -3% | -4% | -10%
CCOC(=O)c1cccnc1SC(CC)C(=O)NCc1ccco1 (stereo unspecified) | 0% | -0.2% | 0% | -11% | -12%[46.1 µM] | ? | 0% | -2%
Cc1ccccc1C(=O)NNC(=O)CSc1nc2ccccc2c(=O)[nH]1 | -5% | -1.7% | / | -3% | -6% | / | 6% | 4%
Cc1ccc(Cl)cc1N1CCN(C(=O)C2CCN(S(C)(=O)=O)CC2)CC1 | 1% | -0.2% | 7% | -2% | 15% | -11% | 5% | -5%
CC(C)(C)C(=O)Nc1nc(C2CCCN2S(=O)(=O)c2ccc(Cl)cc2)cs1 (stereo unspecified) | -12% | 7.3% | 3% | -18% | -9%[46.1 µM] | 0% | 0% | -11%
CC1CCCCC1NCc1cccc([N+](=O)[O-])c1 (stereo unspecified) | 0% | 1.1% | ? | 2% | 8% | ? | -4% | -7%
N#CC1=C(N)NC(SCC(=O)c2ccccc2)=C(C#N)C12CCCC2 | -2% | 12% | 13µM* | ? | -11% | ? | -3% | -10%
CC(C)CC(NC(=O)c1ccc(Cl)cc1)C(=O)OCC(=O)c1ccc2c(c1)NC(=O)CO2 (stereo unspecified) | -1% | 0.3% | 4% | -5% | 10µM* | 4% | 8% | 2%
O=C(Nc1ccccc1NC(=O)c1csnn1)c1csnn1 | -10% | 2.0% | ? | -11% | -13% | -2% | 10% | -2%
Cc1ccc(C(=O)Nc2cccc(C(=O)O)c2)cc1S(=O)(=O)N1CCOCC1 | 3% | 1.9% | 9% | -2% | -1%[46.1 µM] | -8% | 2% | -4%
COc1ccccc1NC(=O)CSc1nc2ccccc2cc1Cc1ccccc1 | -6% | 0.8% | 0% | -10% | ? | 0% | -1% | -11%
COc1ccc(-c2cc(N3C(=O)Nc4ccccc4N3O)n[nH]2)cc1OC | ? | -1.0% | -6% | -15% | 15% | ? | 2% | -7%
COc1ccc(Cn2nnnc2C(c2cc3cc(C)ccc3[nH]c2=O)N2CCOCC2)cc1 (stereo unspecified) | 13% | -0.8% | ? | -10% | -11%[46.1 µM] | ? | ? | 4%
COCCN(C(=O)CNC(=O)c1cccs1)C(C(=O)NC1CCCC1)c1cccs1 (stereo unspecified) | -3% | 0.0% | 12% | 0% | -15%[46.1 µM] | -1% | -2% | -4%
Cc1cccc(CSc2nnc([C@@H]3CCCN3C(=O)OC(C)(C)C)o2)c1 | 7% | 13% | / | -22% | ? | / | 4% | -1%
COc1ccc2cc(C(=O)NCc3ccccc3)c(=Nc3ccc(C(=O)O)cc3)oc2c1 | 4% | 0.0% | ? | 10% | -51% | -2% | 31% | -9%
CCOC(=O)c1ccc(NC(=O)COc2ccc(S(=O)(=O)NC(C)C)cc2)cc1 | 3% | -1.1% | 1% | -4% | -16%[46.1 µM] | -1% | -13% | -15%
N#Cc1c(-c2ccccc2)cc(C2CC2)nc1N | -3% | 7.0% | ? | -18% | ? | -2% | 0% | 0%
CCOc1cc(C(=O)OCC(=O)Nc2ccc(SC(F)F)cc2)cc(OCC)c1OCC | -5% | -1.8% | -6% | 8% | -8% | 5% | 0% | 4%
CCCc1nc2sc3c(c2c(=O)n1NC(=O)CCC(=O)O)CCCC3 | 0% | 0.0% | -1% | 3% | -2%[46.1 µM] | -2% | -6% | 2%
Cc1cc(C)n(-c2cc(N3CCOCC3)ncn2)n1 | -3% | -1.0% | 8% | 5% | 10%[46.1 µM] | -8% | -4% | -2%
